Source: PubChem
MEP2 TOR yeast = yeast TOR pathway MEP2-GFP modulation; S. cerevisiae MEP2-GFP strain, flow cytometry GFP, 3 h; 100% = DMSO control level; GFP response vs DMSO, % at 10 µM; actives 0.51% (n = 330,000); AID 2016;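 active means GFP response versus DMSO above a set limit, roughly screen mean plus 3 SD, cut at about 180% in these data; inconclusive means fewer than 70 cells counted for a yeast strain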;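 further: median GFP fluorescence of the barcode-gated MEP2-GFP cells per well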
RPL19A TOR yeast = modulators of TOR pathway RPL19A-GFP in S. cerevisiae. AID 2025. S. cerevisiae RPL19A-GFP strain, flow cytometry, 3 h; active compounds read low. actives 0.3% (n = 330,000). percent response vs DMSO, % at 10 µM;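 active means percent response vs DMSO below 50%; inconclusive means fewer than 70 events counted for the yeast strain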;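 further: median channel GFP fluorescence of the barcoded RPL19A-GFP strain; ratio of sample median GFP to plate DMSO average so 100% = DMSO; lower means less RPL19A-GFP as with rapamycin TOR inhibition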
CIT2 TOR yeast = alters CIT2-GFP fluorescence in TOR pathway yeast screen | S. cerevisiae CIT2-GFP strain, flow cytometry, 3 h; 100 means same as DMSO wells | GFP response vs DMSO, % at 10 µM | actives 0.065% (n = 320,000);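 active means GFP response relative to DMSO above a set limit, near the screen mean plus 3 SD, cut at about 150% in these data; inconclusive means Fewer than 70 cells measured for a yeast strain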;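 further: ratio of well median GFP fluorescence to mean of DMSO wells on the plate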
LAP4 TOR yeast = alters LAP4-GFP fluorescence in TOR pathway yeast screen. AID 2023. GFP response vs DMSO, % at 10 µM. S. cerevisiae LAP4-GFP multiplex, flow cytometry GFP, 3 h; median GFP as percent of DMSO wells. actives 0.34% (n = 320,000);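 active means GFP response vs DMSO above a set limit, about the screen mean plus 3 SD, cut at about 150% in these data; inconclusive means under 70 cell events counted for the yeast strain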
CR mimetic SO = caloric restriction mimetics inhibiting age-related superoxide in yeast | S. cerevisiae aged cells, superoxide DHE fluorescence; active compounds read low | superoxide response (% of plate mean), % at 10 µM | actives 0.18% (n = 330,000) | AID 2690;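 active means superoxide response under a set limit, about three screen SD below normal, cut at about 65% in these data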;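 further: yeast aged for seven days with compound at 30 °C before DHE staining; 100% = average MFI of all compound-treated wells on the plate with controls excluded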
AGP1-GFP MLPCN = alters AGP1-GFP fluorescence in TOR pathway yeast screen. S. cerevisiae AGP1-GFP multiplex flow cytometry, 3 h; GFP as percent of DMSO wells. GFP response vs DMSO, % at 10 µM. AID 2066. actives 0.02% (n = 320,000);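 active means GFP response relative to DMSO above a set limit, near screen average plus 3 SD, cut at about 150% in these data; inconclusive means fewer than 70 cells counted for the yeast strain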;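 further: median GFP channel fluorescence of the gated AGP1 strain per well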
Efflux pump inh = blocks antifungal efflux pumps in multiplex yeast assay. S. cerevisiae Candida pump triplex, Nile Red efflux. inhibition, % at 10 µM. actives 0.44% (n = 330,000). AID 485275;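 active means plate passing quality check with inhibition over a set limit, or well fluorescence over plate mean plus 4 SD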;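 further: Nile Red retained in pooled yeast measured as flow cytometry median fluorescence; 0% = buffer negative control and 100% = Enniatin B positive control; higher means more Nile Red kept so more efflux inhibition; some compounds called inactive have numbers as strong as hits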
AHR act = activators of human aryl hydrocarbon receptor; P35869; actives 2.5% (n = 320,000); AHR-responsive luciferase reporter cells, luminescence; AID 2796; activation, % at 5 µM; in the data active means activation above about 47%;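 further: 0% = vehicle wells and 100% = reference agonist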
Target sequence (P35869 whole entry, looked up): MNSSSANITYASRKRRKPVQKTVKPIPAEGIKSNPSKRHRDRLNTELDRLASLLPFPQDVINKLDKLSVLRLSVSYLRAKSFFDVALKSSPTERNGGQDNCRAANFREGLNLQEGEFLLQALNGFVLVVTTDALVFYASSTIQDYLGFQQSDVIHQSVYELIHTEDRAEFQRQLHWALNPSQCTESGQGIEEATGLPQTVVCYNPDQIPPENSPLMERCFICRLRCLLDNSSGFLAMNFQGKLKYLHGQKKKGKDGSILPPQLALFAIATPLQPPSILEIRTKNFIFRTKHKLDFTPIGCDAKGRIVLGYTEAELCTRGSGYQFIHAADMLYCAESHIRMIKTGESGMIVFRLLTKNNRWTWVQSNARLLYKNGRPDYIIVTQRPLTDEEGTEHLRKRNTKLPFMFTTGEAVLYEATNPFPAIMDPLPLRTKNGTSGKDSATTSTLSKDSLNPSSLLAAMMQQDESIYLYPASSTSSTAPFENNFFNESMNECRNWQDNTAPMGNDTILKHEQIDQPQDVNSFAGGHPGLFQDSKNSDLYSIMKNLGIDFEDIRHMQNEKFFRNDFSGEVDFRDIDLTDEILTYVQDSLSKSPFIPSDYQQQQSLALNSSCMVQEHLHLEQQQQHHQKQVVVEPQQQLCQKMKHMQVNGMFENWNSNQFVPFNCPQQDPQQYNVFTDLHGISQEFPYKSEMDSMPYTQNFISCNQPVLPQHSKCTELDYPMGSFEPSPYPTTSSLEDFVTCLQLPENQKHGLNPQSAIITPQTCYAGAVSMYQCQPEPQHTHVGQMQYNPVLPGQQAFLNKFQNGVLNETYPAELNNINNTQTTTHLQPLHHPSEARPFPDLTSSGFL
Starred values were filed as active, the others as inactive; ? = inconclusive; / = not tested or not shown; [ ] = dose if it differs, or a comment. Outcome played no part in choosing rows; about 3.9% have a hit in one of these screens.

SMILES	MEP2 TOR yeast	RPL19A TOR yeast	CIT2 TOR yeast	LAP4 TOR yeast	CR mimetic SO	AGP1-GFP MLPCN	Efflux pump inh	AHR act
COC(=O)CC1C(=O)NCCN1C(=O)NC1CCCCC1 (stereo not drawn)	101	103	100	96	111	105	-0.1	1
NC(=O)C1CC(=O)N(c2ccc(OCc3ccc(F)cc3)cc2)C1 (stereo not drawn)	105	107	110	96	102	103	-0.1	4
Cc1cc(C)n2nc(SCC(=O)N(C)c3c(N)n(Cc4ccccc4)c(=O)[nH]c3=O)nc2n1	107	105	105	108	95	112	-0.1	-1
Cc1ccc(N2C(=N)SCC2=O)cc1Cl	108	101	99	100	109	95	0.0	4
COc1ccc(-c2nnn(CC(=O)N(C3CCCC3)C(C)C(=O)NC3CCCC3)n2)cc1OC (stereo not drawn)	99	99	99	102	105	104	0.0	6
Cc1cccc2nc(-c3cccc(NC(=O)c4ccc(Cl)cc4)c3)cn12	97	104	102	96	105	101	-0.1	5
Cc1ccc(C(=O)NCCc2nnc3ccc(SCC(=O)N4CCCCC4)nn23)cc1	98	103	102	93	110	96	0.0	-3
CCOc1ccccc1/C=c1\sc2nc(-c3ccco3)nn2c1=O	96	/	84	97	108	85	3.2*	12
COc1cccc(OCCCN2CCCCC2)c1	101	92	93	94	109	93	-0.3	0
Nc1nc(CN2CCN(Cc3ccc4c(c3)OCO4)CC2)nc(Nc2ccccc2)n1	94	95	88	96	104	96	0.1	0
NC(=O)c1ccc(Br)c(S(=O)(=O)N2CCCCC2)c1	100	/	103	92	106	97	-0.1	1
O=C(CSc1nnnn1-c1ccc(Cl)cc1)NNC(=O)c1ccc([N+](=O)[O-])cc1	85	97	98	97	98	98	0.4	-3
COC(=O)C(CC(=O)c1cccc(OC)c1)c1ccc(F)cc1 (stereo not drawn)	97	96	90	114	95	103	0.1	-1
COc1ccc(NC(=O)c2cccs2)cc1O	96	91	93	99	92	94	0.0	11
CC(C)(C)c1cc[n+](-c2[nH]c(=O)sc2/C=N/N=C(\[O-])c2cccnc2)cc1	102	99	104	96	103	102	0.0	2
COc1ccc(NC(=O)CSc2nc(C)cs2)c(OC)c1	106	104	97	99	92	99	0.0	3
O=C(NC(=S)NC1CCS(=O)(=O)C1)c1cccs1 (stereo not drawn)	103	102	98	105	94	98	-0.8	3
COC(=O)c1sccc1NC(=S)Nc1ccccc1	104	106	97	110	95	102	0.0	3
COc1ccccc1OCCC(=O)OCC(=O)Nc1cc(S(=O)(=O)N(C)C)ccc1Cl	101	96	107	106	94	100	0.5	1
Cc1cc(OCC(=O)Nc2ccncc2)ccc1Cl	100	100	99	88	97	100	0.0	-1
COc1ccc(-c2nn(-c3ccccc3)cc2/C=N/Nc2ccc3ccccc3n2)cc1OC	166[may fluoresce violet]	62[may fluoresce violet]	?	105[may fluoresce violet]	95	65[may fluoresce violet]	-21	49*
CCOC(=O)CC(NC(=O)Cn1nnc(-c2ccccc2)n1)c1ccc(OC)cc1 (stereo not drawn)	98	94	94	94	111	94	0.7	5
CC1CN(C(=S)NC(=O)c2ccco2)CC(C)O1 (stereo not drawn)	106	109	107	97	89	103	0.0	1
Cc1ccccc1NC(=O)CC1S/C(=N/c2nccs2)N(C)C1=O (stereo not drawn)	105	98	89	98	108	97	-0.1	14
COc1cc([N+](=O)[O-])ccc1NC(=O)C[n+]1ccccc1	103	107	99	95	96	110	-0.2	5
CN(C)CCc1cc2c(c3c1ccc1ccccc13)OCO2	100	101	92	90	101	93	0.0	13
O=C(NCC1CCCO1)c1ccc(Cl)c(F)c1F (stereo not drawn)	110	100	109	97	89	105	0.1	1
CCCCn1nnnc1NCc1ccc(OC)c(OC)c1OC	111	107	103	111	87	116	0.3	2
CN(c1ccccc1)S(=O)(=O)c1ccc(Cl)c(C(=O)OCC(=O)NC2CCS(=O)(=O)C2)c1 (stereo not drawn)	98	101	95	100	109	103	0.2	2
O=C(Nc1ccccc1F)c1ccc(S(=O)(=O)N2CCCCCC2)cc1	97	92	79	113	123	91	0.2	2
COc1ccc(CNCc2cccc(C)c2)cc1	112	103	107	98	101	90	-0.1	2
COc1cc(NC(=O)CSc2nnc(-c3ccncc3)n2C2CCCCC2)ccc1NC(=O)c1ccco1	99	92	96	91	115	89	0.0	-1
Cc1ccc2c(c1)N(C(C)C(=O)NCc1cccs1)C(=O)CO2 (stereo not drawn)	92	93	86	100	84	96	-0.1	3
COc1ccc(C(=O)CCC(=O)NC2=NCCS2)cc1	105	106	101	97	97	92	0.0	3
CCn1nc(NC(=O)c2ccncc2)c2cc3cccc(C)c3nc21	107	96	97	111	90	103	-0.1	32
Cc1ccc2oc(-c3ccc(NC(=O)c4cccnc4)cc3)nc2c1	103	93	82	118	118	94	-0.1	-4
COCCn1c(=O)[nH]c2cc(C(=O)Nc3nnc(C)s3)ccc21	105	103	97	101	89	101	0.0	13
CCc1ccc(NC(=O)CCC(=O)c2ccc(C)cc2)cc1	103	94	89	92	105	83	0.1	3
COc1ccc(NC2CCCN(C(=O)CCOc3ccccc3)C2)cc1 (stereo not drawn)	99	100	96	92	79	96	0.0	-1
CCOC(=O)C1C(c2ccc(Cl)cc2)NC(=S)NC1(O)C(F)(F)F (stereo not drawn)	92	97	90	98	93	94	0.0	1
O=[N+]([O-])c1cc(C(F)(F)F)ccc1NCCc1c[nH]c2ccccc12	84	101	92	94	102	89	0.0	-2
COc1ccc(S(=O)(=O)N2CCC(C(=O)NCCC(=O)NC3CC3)CC2)cc1	102	98	94	89	115	98	-0.1	1
CC(=O)c1ccc(N2CCN(S(=O)(=O)c3ccc4c(c3)NC(=O)CO4)CC2)cc1	101	100	100	96	98	100	0.0	14
CC(=O)c1cccc(NC(=O)CN2C(=O)NC(C)(C)C2=O)c1	100	103	99	109	78	106	0.0	0
O=C(CSc1nnc(-c2ccccc2F)o1)NC(=O)Cc1ccccc1	103	100	104	99	92	99	-0.1	-1

Quoted from the listing:
COc1ccc(NC2CCCN(C(=O)CCOc3ccccc3)C2)cc1 (stereo not drawn) in AHR act → -1
O=C(CSc1nnnn1-c1ccc(Cl)cc1)NNC(=O)c1ccc([N+](=O)[O-])cc1 in CR mimetic SO → 98

Going on with the list:
SMILES	MEP2 TOR yeast	RPL19A TOR yeast	CIT2 TOR yeast	LAP4 TOR yeast	CR mimetic SO	AGP1-GFP MLPCN	Efflux pump inh	AHR act
CC1(C)CC(=O)C(C=NCCN2CCN(C3CC(=O)N(c4ccc(F)cc4)C3=O)CC2)=C(O)C1 (stereo not drawn)	110	104	99	101	102	102	0.0	-1
CC(C(=O)O)n1nc(-c2ccccc2)c2ccccc21 (stereo not drawn)	108	107	114	96	110	110	-0.1	2
COc1ccccc1N(CC(=O)Nc1ccc2c(c1)OCCO2)S(=O)(=O)c1ccc(C)cc1	91	92	90	94	103	90	0.0	8
Cc1ccc(CNC(=O)c2cc3c(=O)n4ccccc4nc3n(CC3CCCO3)c2=N)cc1 (stereo not drawn)	221*[may fluoresce violet]	61[may fluoresce violet]	?	95[may fluoresce violet]	102	19[may fluoresce violet]	0.0	-3
C=C(C)CC(NCc1ccco1)c1ccc(OC)cc1 (stereo not drawn)	98	98	109	92	105	102	0.0	1
COc1ccc(/C=C/C(=O)Nc2cc(S(=O)(=O)N3CCCCC3)ccc2N2CCCCC2)cc1OC	103	103	112	93	96	106	0.0	0
Cc1cc(C)nc(SCc2ccc(C(=O)NN=C3CCCC3)cc2)n1	104	118	95	103	110	104	-0.2	6
CCN(CC)S(=O)(=O)c1ccc(/C=C/C(=O)NC2CCCCC2)cc1	90	90	87	94	133	93	0.7	-1
COC(=O)CSc1nc(N)c2c3c(sc2n1)CCCC3	98	96	89	96	84	91	-0.3	1
CC(C)N(CCn1c(SCC(=O)Nc2cccnc2Cl)nc2ccccc2c1=O)C(C)C	102	98	101	107	101	106	-0.3	-1
O=C(OCC(=O)c1cccs1)c1cccc(C(=O)OCC(=O)c2cccs2)n1	100	101	105	102	119	101	0.0	2
Cc1cc(=S)cc(C)n1CCCn1ccnc1	102	104	103	104	111	105	-0.1	0
O=C(CNC(=O)c1cc2ccccc2o1)NCc1cccs1	93	96	98	96	93	99	0.1	15
O=C(NCCCn1ccnc1)/C(=C/c1ccc(Cl)cc1)NC(=O)c1ccccc1	103	103	106	96	96	98	0.1	7
CCc1noc(C)c1C(=O)Nc1cccc(S(=O)(=O)N(C)c2ccccc2)c1	102	101	101	107	98	112	0.0	1
O=C(c1cccs1)N1CCc2ccccc21	105	101	97	107	112	98	0.1	6
O=C(NCCCn1ccnc1)/C(=C\c1cccs1)NC(=O)c1ccco1	97	104	95	86	99	95	0.5	3
CCOc1ccc(-c2nnc3ccc(SCC(=O)Nc4nc5ccc(C)cc5s4)nn23)cc1	100	102	99	94	100	101	-0.4	63*
O=C(Nc1c(F)cc(F)cc1Br)c1cc2nc(C(F)F)cc(C(F)F)n2n1	98	96	105	92	102	102	0.0	-2
Cc1ccccc1Cn1c(C)cc(C)c(C#N)c1=O	94	103	99	94	91	95	-0.2	-1
O=C(CCCn1c(=O)[nH]c2ccsc2c1=O)NC1CCCCC1	81	84	82	83	108	81	0.7	0
N/C(=N\NS(=O)(=O)c1ccccc1Cl)c1ccccn1	100	95	87	99	96	98	0.1	-1
COc1ccc(C(=O)CCc2ccccc2O)c(OC)c1	89	89	90	85	97	84	-0.1	12
COC(C(=O)N/N=C/c1ccc(OCC(=O)N2CCOCC2)cc1)c1ccccc1 (stereo not drawn)	105	107	111	101	96	107	-0.1	0
CN(CC(=O)Nc1ccc(Cl)c(C(F)(F)F)c1)C(=O)c1cc(=O)c2ccccc2o1	96	97	90	100	103	89	0.1	1
CCC(=O)Nc1ccc(/C(C)=N/NC(=O)c2c(Br)c(C)nn2C)cc1	96	100	98	89	127	97	1.4	11
Cc1ccc(N=C(NO)c2nonc2N)cc1	100	97	94	101	91	97	0.2	5
O=C(NCc1ccc(F)cc1)C1CCCN(S(=O)(=O)c2ccc(-n3cnnn3)cc2)C1 (stereo not drawn)	105	106	104	98	71	106	-0.1	2
CCn1cc(CNC(=O)c2cc(Cl)ccc2OC)c(C)n1	91	91	99	95	94	97	0.1	7
COc1ccc(C(C)=O)cc1CSC(=N)N	108	99	102	103	82	103	0.0	0
O=C(NCC(c1cccnc1)N1CCN(c2ccccc2)CC1)c1ccc2c(c1)OCO2 (stereo not drawn)	94	91	94	87	97	96	-0.1	3
Cc1cccc(C)c1NC(=S)NCCc1ccccn1	97	98	95	89	87	99	0.1	0
Cc1nnc(NC(=O)c2ccc(Br)o2)s1	90	99	103	88	106	97	-0.1	7
Cc1cccc(NC(=O)CSCC(=O)NCc2cccc(C(F)(F)F)c2)c1	97	96	96	90	105	95	-0.1	-4
O=C(NCc1ccccc1)c1ccc2nnsc2c1	92	96	82	105	75	95	0.2	1
O=[N+]([O-])c1ccc(S(=O)(=O)Nc2nc(-c3ccccc3)cs2)cc1	103	102	98	105	98	105	-0.1	-1
CSCCC(NS(=O)(=O)c1ccccc1)C(=O)OC(C)C(=O)Nc1ccc(Cl)cn1 (stereo not drawn)	101	101	103	97	100	110	-0.1	1
NC(=O)C1CCN(C(=O)CC(c2ccccc2)c2ccccc2)CC1	107	106	110	84	98	102	0.1	0
CC(C)Oc1ccc(CN2CCC(n3nccc3NC(=O)c3cccnc3)CC2)cc1	111	110	108	117	94	126	-0.2	0
